# Vif imaging: inhibitors of HIV Vif; HEK293T cells, Vif self-association by quenched fluorescence, imaging, 24 h; inhibition, % at 7.49 µM; actives 0.35% (n = 340,000); AID 602346; in the data active means inhibition above about 50%, passing the limit was not always enough; inconclusive means no clear call, values can overlap the other calls; inactive means below about 31%; further: some results filed as inactive read as strong as hits
# NOD2 RIPK2 PPI: inhibitors of human NOD2-RIPK2 interaction; inhibition, % at 4.98 µM; CHO BLA complementation NOD2-RIPK2, CCF4 ratio; actives 0.38% (n = 360,000); AID 624267; in the data active means inhibition above about 21%;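 further: 0% = vehicle only and 100% = reference blocker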
# Target sequence (O43353 whole entry, looked up): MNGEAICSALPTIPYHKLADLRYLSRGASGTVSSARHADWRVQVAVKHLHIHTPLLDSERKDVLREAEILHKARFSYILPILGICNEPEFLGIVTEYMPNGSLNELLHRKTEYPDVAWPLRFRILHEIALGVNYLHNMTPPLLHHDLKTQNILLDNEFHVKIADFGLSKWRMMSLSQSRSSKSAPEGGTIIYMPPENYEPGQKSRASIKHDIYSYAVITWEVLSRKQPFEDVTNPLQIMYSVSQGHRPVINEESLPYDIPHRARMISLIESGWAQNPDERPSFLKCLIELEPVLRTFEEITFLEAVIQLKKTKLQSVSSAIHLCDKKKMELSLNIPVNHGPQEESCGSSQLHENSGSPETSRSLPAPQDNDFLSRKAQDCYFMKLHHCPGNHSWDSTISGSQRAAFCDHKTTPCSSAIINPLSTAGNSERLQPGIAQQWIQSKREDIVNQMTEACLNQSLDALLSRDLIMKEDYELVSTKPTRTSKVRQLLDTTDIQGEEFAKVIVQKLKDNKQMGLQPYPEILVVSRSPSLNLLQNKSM
# MC4R antagonist: antagonists of human melanocortin 4 receptor (MC4R) | P32245 | MC4R-expressing cells, MTII-stimulated cAMP, LANCE TR-FRET | inhibition, % at 6.5 µM | actives 0.48% (n = 360,000) | AID 540295;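 active means inhibition above its plate's cutoff, the mean of tested wells on that plate plus 3 SD, cut at about 29% in these data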;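 further: 0% = Melanotan II alone and 100% = Melanotan II plus saturating MCL0020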
# Target sequence (P32245 whole entry, looked up): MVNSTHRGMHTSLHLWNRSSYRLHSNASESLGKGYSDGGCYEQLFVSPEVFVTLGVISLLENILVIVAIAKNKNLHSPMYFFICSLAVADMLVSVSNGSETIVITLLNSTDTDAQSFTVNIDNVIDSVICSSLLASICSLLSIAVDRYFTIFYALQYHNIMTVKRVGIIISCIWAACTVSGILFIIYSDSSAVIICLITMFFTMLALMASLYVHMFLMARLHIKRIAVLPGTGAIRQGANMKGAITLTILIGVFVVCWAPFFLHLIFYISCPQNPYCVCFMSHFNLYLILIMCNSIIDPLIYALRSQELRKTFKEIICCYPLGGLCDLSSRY
#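 Material – human MC4R-expressing U2OS cells · Repeats – no replicates · Detection – TR-FRET with Eu-cAMP and labeled anti-cAMP, 671 nm · Times – compound 30 min, challenge 1 h, detection 1 h · Compound – single nominal compound dose of 6.5 µM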
# MC4R ag barr: agonists of human melanocortin 4 receptor (MC4R) beta-arrestin. P32245. U2OS MC4R beta-arrestin complementation, luminescence; percent of melanotan II response, DMSO zero. activation, % at 8.9 µM. actives 0.98% (n = 360,000). AID 540308;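 active means activation above a per-plate cutoff, the mean activation of sample wells on that plate plus 3 SD, cut at about 8% in these data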
# Glyco luc inh: N-linked glycosylation inhibition | D54 ERlucT glycosylation luciferase reporter, 24 h; percent of 100 nM tunicamycin response | reporter increase, % at 12.5 µM | actives 0.23% (n = 360,000) | AID 588692;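 active means mean luciferase reporter signal, scaled so untreated is 0 and the glycosylation-blocking control 100, at or above a set limit in every replicate; inconclusive means mean reaches the limit but not every replicate does; inactive means mean below the limit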;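 further: luciferase carries N-glycosylation sites so blocking glycosylation raises the light; 0% = median of neutral control wells and 100% = median of 100 nM tunicamycin wells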
# TLR9-MyD88 inh: inhibitors of human TLR9-MyD88 binding; Q9NR96+Q99836; CHO BLA complementation TLR9-MyD88, CCF4 FRET ratio; inhibition, % at 4.98 µM; actives 0.21% (n = 340,000); AID 504734;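 active means inhibition above the mean over all tested compounds plus 3 SD, cut at about 21% in these data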;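 further: 0% = DMSO only wells and 100% = clavulanate BLA inhibitor control wells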
# ABHD5-PLIN5 inh: inhibitors of human ABHD5-perilipin-5 interaction; Q00G26+Q8WTS1; Split G. princeps luciferase complementation, luminescence, 4 h; inhibition, % at 4 µM; actives 0.78% (n = 360,000);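 active means inhibition above the mean inhibition across every tested compound plus 3 SD, cut at about 22% in these data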;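 further: 0% = DMSO only wells and the 100% control is not disclosed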
# aDG glyco up: alpha-DG glycosylation activation; AID 624168; Pro5-aDG cells, alpha-DG glycosylation AlphaScreen (IIH6); 0% Pro5, 100% B10-LARGE cell signal; activation, % at 10 µM; actives 0.22% (n = 360,000);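 active means activation of at least 8% versus controls, or a plate z-score of at least 8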;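 further: Pro5 are CHO cells carrying HIG-tagged alpha-DG that lacks glycosylation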
# ABCB6 inh 2: blocks the human ABCB6 transporter. K562-ABCB6 porphyrin accumulation, flow cytometry, 1 h; stronger effect = lower value. fluorescence ratio to DMSO, % at 10 µM. actives 0.19% (n = 360,000);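 active means fluorescence ratio to DMSO below 75%, the collection mean minus 3 SD; inconclusive means too few cells collected in the well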;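 further: signal is porphyrin accumulated inside mitochondria; 100% equals median channel fluorescence of DMSO control wells; lower ratio means ABCB6 inhibition with less porphyrin fluorescence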
# Granule exo inh: lytic granule exocytosis inhibition; AID 651702; inhibition, % at 10 µM; TALL-104 LAMP-1 surface exposure, flow cytometry; cells stimulated with thapsigargin and PMA; actives 0.66% (n = 360,000);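 active means inhibition above about 55%, limit read from the data; inconclusive means no clear call, values can overlap the other calls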
# Numbers without * were called inactive; i = inactive; ? = inconclusive; / = not tested or not shown. An excerpt; the hit share may differ from the screen's.
SMILES,Vif imaging,NOD2 RIPK2 PPI,MC4R antagonist,MC4R ag barr,Glyco luc inh,TLR9-MyD88 inh,ABHD5-PLIN5 inh,aDG glyco up,ABCB6 inh 2,Granule exo inh
O=C(Nc1ccc(CN2CCCCC2)cc1)c1sc2ccccc2c1Cl,5,-12,13,0.3,1,-2,2,-0.1,98,-1
Cc1ccc(C)c(NC(=O)CSc2nnc(CCNC(=O)OC(C)(C)C)o2)c1,-12,-9,-2,-0.5,-1,-2,10,-0.2,95,2
CCOC(=O)c1ccc(Nc2sc(C(=O)c3cccc([N+](=O)[O-])c3)c(N)c2C#N)cc1,-3,2,-20,-0.8,10,8,-3,-0.1,95,-5
CCN(CC)S(=O)(=O)c1cccc(C(=O)OCC(=O)C23CC4CC(CC(C4)C2)C3)c1,3,-4,3,-1.1,-5,1,2,0.7,79,-4
CCN(CC)S(=O)(=O)c1ccc(C)c(NC(=O)COC(=O)CCC(=O)c2cccs2)c1,-3,9,18,-2.6,1,-3,1,-0.2,102,1
COC(=O)c1sc(-c2ccc(Cl)cc2)cc1NC(=O)/C=C/C(=O)O,2,-15,47*,0.8,1,-7,-3,-0.1,95,19
CS(=O)(=O)c1ccc(Cl)c(NC(=O)CSc2n[nH]c(N)n2)c1,-9,-15,6,3.3,-2,0,-5,-0.1,98,20
O=C(NCCN1CCOCC1)c1noc2c1CCc1ccccc1-2,1,18,13,-1.6,-2,-1,-3,-0.1,93,-3
COc1ccc(S(=O)(=O)N2CCC(C(=O)Nc3ccccc3N3CCCC3)CC2)cc1OC,-4,-17,8,-2.1,7,-12,2,-0.1,99,-3
COC(=O)[C@@]12CCCCN1[C@H](c1ccc(SC3CCCCC3)cc1)[C@H]1C(=O)N(C)C(=O)[C@H]12,3,-2,5,-2.0,-1,-8,3,-0.1,94,-10
O=C(NCCN1CCCC1)c1ccc(Cl)cc1,-7,2,10,-2.6,0,-4,1,0.0,97,-15
CC(C)(C)c1ccc(N2C(=O)CC(C/C=C/c3ccccc3)C2=O)cc1 (stereo not given),5,13,13,-1.8,1,0,0,0.0,95,5
COc1cccc(C(c2nnnn2Cc2ccco2)N2CCN(c3cccc(C)c3C)CC2)c1OC (stereo not given),-25,10,13,-2.2,-9,-5,2,1.0,88,-1
Cc1cccc(NC(=O)CN2C(=O)N/C(=C/c3cc(C)n(-c4cccnc4)c3C)C2=O)c1,4,-13,1,-1.0,1,-8,2,2.3,98,0
Cc1ccc2c(c1)NC(=O)C(CC(=O)Nc1ccc(CN3CCC(C)CC3)cc1)O2 (stereo not given),-4,-14,-2,0.3,-11,-1,10,0.2,99,2
CC(=O)Nc1ccc2nc(-c3cccnc3)[nH]c2c1,0,2,1,-1.0,0,3,7,0.3,i,-3
Cc1cccc2cccnc12,-3,4,0,-0.5,1,-2,-7,0.0,89,1
COc1ccc(OC)c(NC(=O)CSc2nc(=O)n(CCN3CCOCC3)c3c2CCC3)c1,-4,10,8,-2.3,1,6,-1,-0.1,104,2
CC(=O)c1ccc(NC(=O)CSc2nc(=O)n3cccc(C)c3n2)cc1,14,-9,3,-2.2,2,0,6,-0.2,93,-1
CN1CCN(c2ncnc3c2ncn3[C@H]2CN(C)C[C@@H](CO)O2)CC1,1,-1,2,-2.5,1,/,2,0.0,109,4
Cc1ccc(C(=O)NC23CC4CC(CC(C4)C2)C3)c(Cl)c1,-2,-2,12,4.1,-1,-29,-3,0.0,98,7
CCN(CC)CCNC(=O)C(=O)Nc1cc2c3c(c1)CCC(=O)N3CCC2,1,-2,10,-0.2,4,5,-12,0.5,90,-4
O=C(Cc1cccc2ccccc12)Nc1ccccc1,-12,1,-1,-2.2,-1,-2,10,-0.1,100,2
CC1=NN(c2nc(C)cc(C)n2)C(=O)C1CCC(C)C (stereo not given),24,-1,-10,2.5,0,1,13,-0.1,94,4
COCCCNC(=O)c1c(NC(=O)C2COc3ccccc3O2)sc2c1CCCC2 (stereo not given),?,-16,5,11*,0,-6,-6,-0.1,85,5

# Twelve structures already listed, ordered by SMILES length, rising.
SMILES,Vif imaging,NOD2 RIPK2 PPI,MC4R antagonist,MC4R ag barr,Glyco luc inh,TLR9-MyD88 inh,ABHD5-PLIN5 inh,aDG glyco up,ABCB6 inh 2,Granule exo inh
O=C(Cc1cccc2ccccc12)Nc1ccccc1,-12,1,-1,-2.2,-1,-2,10,-0.1,100,2
O=C(NCCN1CCOCC1)c1noc2c1CCc1ccccc1-2,1,18,13,-1.6,-2,-1,-3,-0.1,93,-3
O=C(Nc1ccc(CN2CCCCC2)cc1)c1sc2ccccc2c1Cl,5,-12,13,0.3,1,-2,2,-0.1,98,-1
CS(=O)(=O)c1ccc(Cl)c(NC(=O)CSc2n[nH]c(N)n2)c1,-9,-15,6,3.3,-2,0,-5,-0.1,98,20
CC(C)(C)c1ccc(N2C(=O)CC(C/C=C/c3ccccc3)C2=O)cc1 (stereo not given),5,13,13,-1.8,1,0,0,0.0,95,5
CN1CCN(c2ncnc3c2ncn3[C@H]2CN(C)C[C@@H](CO)O2)CC1,1,-1,2,-2.5,1,/,2,0.0,109,4
Cc1ccc2c(c1)NC(=O)C(CC(=O)Nc1ccc(CN3CCC(C)CC3)cc1)O2 (stereo not given),-4,-14,-2,0.3,-11,-1,10,0.2,99,2
COc1cccc(C(c2nnnn2Cc2ccco2)N2CCN(c3cccc(C)c3C)CC2)c1OC (stereo not given),-25,10,13,-2.2,-9,-5,2,1.0,88,-1
CCN(CC)S(=O)(=O)c1ccc(C)c(NC(=O)COC(=O)CCC(=O)c2cccs2)c1,-3,9,18,-2.6,1,-3,1,-0.2,102,1
CCN(CC)S(=O)(=O)c1cccc(C(=O)OCC(=O)C23CC4CC(CC(C4)C2)C3)c1,3,-4,3,-1.1,-5,1,2,0.7,79,-4
Cc1cccc(NC(=O)CN2C(=O)N/C(=C/c3cc(C)n(-c4cccnc4)c3C)C2=O)c1,4,-13,1,-1.0,1,-8,2,2.3,98,0
CCOC(=O)c1ccc(Nc2sc(C(=O)c3cccc([N+](=O)[O-])c3)c(N)c2C#N)cc1,-3,2,-20,-0.8,10,8,-3,-0.1,95,-5

# Remaining list, next part:
SMILES,Vif imaging,NOD2 RIPK2 PPI,MC4R antagonist,MC4R ag barr,Glyco luc inh,TLR9-MyD88 inh,ABHD5-PLIN5 inh,aDG glyco up,ABCB6 inh 2,Granule exo inh
O=C(CSc1ccccn1)Nc1ccc2c(c1)OCO2,-3,-2,3,1.4,2,/,2,-0.1,100,-6
COc1ccc(/C=C(/NC(=O)c2ccccc2)C(=O)N/N=C/c2sccc2C)cc1,0,5,-2,2.2,-1,-2,3,0.4,109,-2
CN(C)c1ccc(/C=N/n2c(COc3ccccc3)n[nH]c2=S)cc1,-11,-4,5,2.2,4,1,3,0.2,105,-1
Cc1cc(N2CC(=O)N(CCc3ccccc3)C(=O)C2)n2ncnc2n1,-12,6,-1,-1.3,1,-6,5,0.0,103,-2
CN(c1ccccc1)S(=O)(=O)c1ccc(Cl)c(C(=O)NC2=NCCS2)c1,17,-5,6,-1.7,-2,-3,-5,0.1,100,-1
Cc1ccc(-c2noc(CSc3nc(N)cc(N)n3)n2)cc1,-4,-2,-1,-1.2,-3,-14,0,0.4,98,1
Cc1ccc2nc(C3CCCCC3)c(Cc3ccccc3C(F)(F)F)n2c1,/,-6,/,/,1,/,-8,0.1,96,0
O=C(CNC(=O)c1ccccc1)Sc1ccccc1,-1,-12,11,-1.9,0,-4,0,2.1,100,-1
C/C(=N\NC(=S)NCc1ccccc1)c1ccccc1F,2,-2,-9,-2.5,-2,-3,-3,1.6,96,-4
CCOC(=O)c1c(S(=O)(=O)N2CCCC(C(=O)Nc3ncccc3C)C2)c(C)n(C)c1C (stereo not given),-2,-5,4,-2.8,1,0,1,-0.2,98,0
COC(=O)c1ccc(C(=O)OC)c(NC(=O)CN2CCN(c3ccccc3)CC2)c1,-1,-4,-3,15*,0,-11,2,-0.3,98,5
O=C(CCN1C(=O)c2ccccc2S1(=O)=O)Nc1ccc(Cl)cc1,-3,-7,2,-3.0,-3,-4,6,0.4,102,-2
Nc1c(C(=O)NC2CCCC2)c2nc3ccccc3nc2n1/N=C/c1ccco1,-2,-2,5,-0.1,2,-2,2,-0.3,103,2
COCCCNC(=O)c1oc2ccc(S(=O)(=O)N3CCOCC3)cc2c1C,3,3,9,2.4,2,-4,0,-0.2,96,-16
CCC1CCCCN1CCCNC(=O)c1ccc(CS(=O)(=O)Cc2ccccc2F)o1 (stereo not given),/,-7,-1,1.4,0,4,0,-0.1,105,-1
CS(=O)(=O)c1ccc2nc(NC(=O)CN3CCN(Cc4ccccc4)CC3)sc2c1,-2,-6,3,-1.2,-4,8,-1,-0.2,102,3
Cn1cnc([N+](=O)[O-])c1Sc1nc(N)nc2c1ncn2Cc1ccccc1,10,-5,-8,-1.4,1,-2,7,0.6,99,-2
C/C(=N\NC(=O)c1cccc([N+](=O)[O-])c1)c1ccncc1,-4,-7,-4,-3.6,1,-7,0,-0.3,94,1
COc1ccccc1-c1nnc(SCC(=O)N2CCCC2)o1,-7,-8,-1,0.2,0,-3,2,-0.1,101,-9
COc1cc2[nH]c(C(=O)N3CC(C)OC(C)C3)cc2c(OC)c1OC (stereo not given),-10,-7,4,0.4,1,-6,0,-0.3,100,2
CN(CCCNS(=O)(=O)c1cccc2cccnc12)Cc1ccccc1,-1,-2,-7,0.7,-2,-3,-1,0.2,105,-6
CCOc1cc(CNc2cccc3[nH]c(C)nc23)ccc1OC,-2,3,-3,-1.0,7,7,-4,0.1,95,-15
NC1=NC2(CCCCC2)N(c2ccc(F)cc2F)C(N)=N1,2,0,1,-1.5,2,-2,-6,-0.1,89,-3
CC(=O)c1ccc(S(=O)(=O)N(C)CCCC(=O)N(C)Cc2c(F)cccc2Cl)cc1,-4,-8,1,1.8,-1,0,-1,-0.1,105,4
CC(C)c1ccc(NC(=O)c2cc(S(=O)(=O)NCC3COc4ccccc4O3)ccc2F)cc1 (stereo not given),-9,-1,5,-0.3,-9,1,-21,0.8,102,43
# (list continues)
SMILES,Vif imaging,NOD2 RIPK2 PPI,MC4R antagonist,MC4R ag barr,Glyco luc inh,TLR9-MyD88 inh,ABHD5-PLIN5 inh,aDG glyco up,ABCB6 inh 2,Granule exo inh
O=P1(Nn2cnnc2)C=C(c2ccccc2)OC(c2ccccc2)=C1,9,-6,15,0.4,1,-1,-10,0.0,104,-1
CCc1ccc(NC(=O)NCCN2CCCCC2)cc1,-2,3,0,-1.6,0,-4,5,0.0,99,2
O=C(N/N=C/c1c(O)ccc2ccccc12)c1ccc(CO)nc1,3,7,4,-0.6,-10,14,8,0.3,99,6
C=CCNC(=S)Nc1c(N)n(C)c(=O)n(C)c1=O,-2,0,8,1.6,1,-2,4,-0.1,98,-4
COP(=O)(OC)c1nc(-c2ccccc2)oc1NCc1ccccc1,/,0,9,-1.5,2,-2,1,-0.3,96,-1
Cc1nnc(NC(=O)CCSc2ccccc2)s1,-3,-9,0,-1.3,4,-1,5,0.0,94,1
